# High-throughput results as filed in PubChem BioAssay.
# sEH inhibitor = soluble epoxide hydrolase inhibitors, primary screen, biochemical, human sEH | recombinant human sEH enzymatic activity assay | inhibition, % at 2 µM | 91,000 tested, 0.34% active; in the data active = inhibition above about 80%; also: values of inactives mirror those of a sister screen read the other way; many of its hits are not listed in these tables
# E coli WT exp = growth inhibitors of wild-type E. coli, primary screen, strain BW25113, expanded library, OD600 | 98,000 tested, 0.15% active | OD600 absorbance | growth inhibition, % at 100 µM;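 active = growth inhibition above about 50% at one test dose, limit read from the data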;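 also: growth measured after 20 h incubation at 37 °C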
# hDAT+cocaine = changed hDAT dopamine uptake under cocaine IC80, either direction, primary screen, cocaine antagonist project, cell-based, LLC-PK1 hDAT, [14C]-dopamine uptake, MLSMR | B-score at 10 µM | 110,000 tested, 1.3% active | LLC-PK1 hDAT cells, [14C]-dopamine uptake with cocaine IC80; actives deviate in either direction;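 active = Z score or B-score, a plate-position-corrected score, falls beyond the plate's 99.7% confidence bounds, in either direction; inactive = both scores lie inside the 99.7% bounds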;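 also: scored against the spread of the other compound wells on the same plate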
# HUVEC tox IL1B = cytotoxicity in IL-1B stimulated HUVEC, primary screen, cytotoxicity control for IL-1B NFkB translocation project, imaging, Hoechst nuclear count, IL-1B stimulus. HUVEC cell count loss. cell count reduction, % at 2 µM. 94,000 tested, 0.41% active. AID 845, 2007;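 active = cell count reduction more than 3 SD above the screen-wide mean, cut at about 70% in these data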;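 also: normalized per plate to untreated control cells as the no-loss baseline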
# PLK1 kinase inh = human PLK1 kinase inhibitors, primary screen, biochemical, TR-FRET. Serine/threonine-protein kinase PLK1 (Homo sapiens), P53350. recombinant PLK1 kinase, TR-FRET peptide phosphorylation. inhibition, % at 10 µM. 97,000 tested, 0.53% active;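 active = inhibition of 50% or more in the single-concentration screen; inactive = inhibition below 50%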;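 also: 0% = DMSO max control and 100% = H-89 dihydrochloride min control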
# Target sequence (P53350 whole entry, looked up): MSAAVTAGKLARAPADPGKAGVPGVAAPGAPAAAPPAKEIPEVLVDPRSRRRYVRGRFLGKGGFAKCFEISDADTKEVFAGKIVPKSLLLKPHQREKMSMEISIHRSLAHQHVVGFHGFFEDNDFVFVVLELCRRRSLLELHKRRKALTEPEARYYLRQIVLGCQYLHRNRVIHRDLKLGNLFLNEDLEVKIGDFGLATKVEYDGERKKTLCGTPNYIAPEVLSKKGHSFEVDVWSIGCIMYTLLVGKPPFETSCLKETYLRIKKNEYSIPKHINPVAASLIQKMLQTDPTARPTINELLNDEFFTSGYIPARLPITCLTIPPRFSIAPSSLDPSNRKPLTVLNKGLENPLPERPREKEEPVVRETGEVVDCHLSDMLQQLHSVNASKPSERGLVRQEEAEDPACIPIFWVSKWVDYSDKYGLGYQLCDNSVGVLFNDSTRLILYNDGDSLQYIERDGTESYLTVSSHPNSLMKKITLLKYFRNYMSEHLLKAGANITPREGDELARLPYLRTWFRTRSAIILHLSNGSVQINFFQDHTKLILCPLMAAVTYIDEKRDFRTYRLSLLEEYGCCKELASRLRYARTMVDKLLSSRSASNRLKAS
# Plk1 PBD FP = Plk1 polo box domain binding inhibitors, primary screen, biochemical, fluorescence polarization; Serine/threonine-protein kinase PLK1 (Homo sapiens), P53350; Plk1 PBD phosphopeptide binding; inhibition, %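 (tested at about 20 µM)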; 97,000 tested, 0.13% active; AID 693, 2007; in the data active = inhibition above about 34%, passing the limit was not always enough
# F-actin modifier = modifiers of F-actin cytoskeleton organization, primary screen, imaging, HUVEC, phalloidin staining, high-content imaging; HUVEC TNFa F-actin phalloidin imaging; inhibition, % at 2 µM; 91,000 tested, 0.18% active;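 active = inhibition above the batch mean plus 3 SD and confirmed as a hit by visual image inspection, cut at about 30% in these data, passing the limit was not always enough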; also: strong numbers were not always called active
# TNFa cytotox = cytotoxicity in TNFa-stimulated HUVEC, primary screen, cytotoxicity control for VCAM1 expression modulator project, imaging, Hoechst nuclei count; HUVEC TNFalpha-stimulated, Hoechst cell count; cell count reduction, % at 2 µM; 93,000 tested, 0.17% active; AID 848, 2007;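 active = cell count reduction exceeding the screen mean by over 5 SD, scaled to untreated wells per plate, cut at about 78% in these data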;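 also: cells counted after 24 h of TNF alpha exposure following the 1 h pretreatment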
# VCAM1 TNFa inh = inhibitors of TNFa-induced VCAM1 expression, primary screen, imaging, HUVEC, TNFa stimulus, immunofluorescence | HUVEC TNFa-induced VCAM-1 immunofluorescence, high-content imaging | inhibition, % at 2 µM | 95,000 tested, 0.48% active;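 active = inhibition above the batch mean plus 3 SD, with images confirmed as a hit by eye, cut at about 37% in these data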;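 also: 0% = TNF-stimulated DMSO wells and 100% = unstimulated control wells; not every result past the cut was called active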
# Starred values were filed as active, the others as inactive; · = no result given.
Molecule	sEH inhibitor	E coli WT exp	hDAT+cocaine	HUVEC tox IL1B	PLK1 kinase inh	Plk1 PBD FP	F-actin modifier	TNFa cytotox	VCAM1 TNFa inh
Cc1ccc(NC(=O)Nc2ccc3c(c2)N(C)C(=O)CS3)nc1	-1	·	-0.16	6	-13	8	-11	25	22
C=CCOC(=O)C1=C(C)NC(SCC(=O)OCC)=C(C#N)C1c1ccc(O)c(OC)c1 (stereo unspecified)	·	-6	-1.1	-7	1	-2	-10	-31	8
CCn1c(C)c(C(C)=O)c(N2CCN(c3ccccn3)CC2)nc1=S	18	-3	0.67	-27	-10	12	2	-8	12
O=C(CSc1nnnn1-c1ccccc1)Nc1ncc2c(n1)CC(c1ccccc1)CC2=O (stereo unspecified)	-1	-2	-0.19	-3	-15	22	-19	18	8
CCOc1cccc(N2C(=O)CC(N3CCN(c4nc5ccccc5s4)CC3)C2=O)c1 (stereo unspecified)	-17	-4	-0.44	22	-10	18	7	4	9
O=C(NCCCN1CCCCC1)c1ccc2c(=O)n(CCc3ccccc3)c(=O)[nH]c2c1	·	-4	·	-4	-11	-15	-1	-16	13
O=C(CNC(=O)c1ccco1)NCC(=O)OCc1ccc(C(=O)Oc2ccc(Cl)cc2)cc1	4	-10	0.76	-29	-10	9	1	-14	-4
CCC1Oc2ccc(C)cc2N(CC(=O)NCc2cccc(OC)c2)C1=O (stereo unspecified)	-5	-8	0.78	-5	-4	-12	-14	9	-2
Cc1nn(Cc2c(Cl)cccc2Cl)c(C)c1NC(=O)/C=C/c1cnn(C)c1C	-2	-10	-0.058	-23	-10	25	22	-3	-2
CCC(C)c1c(O)nc(SCC(=O)N2CCOCC2)[nH]c1=O (stereo unspecified)	6	-4	-0.34	-21	-13	22	6	-18	5
O=c1c2[nH]c3ccccc3c2ncn1CCN1CCNCC1	1	8	-0.022	-19	-10	-9	14	-16	13
Cc1ccc(S(=O)(=O)N2CCN(S(=O)(=O)N(C)C)CC2)c(C)c1	-4	-3	0.027	-21	-11	-1	10	-41	12
CCN(CC)CC(=O)c1ccc(-c2ccccc2)cc1	-5	2	0.31	-25	-15	-1	-8	22	23
CCOC(=O)CSc1nc(-c2ccccc2)nc2c1oc1ccccc12	3	-6	1.1	-44	-19	8	22	-21	4
COc1ccc2c(C)nc(Nc3nc(C)c(C)c(=O)[nH]3)nc2c1	-14	4	0.44	·	7	-10	-15	21	-1
C=CCn1c(CCC(=O)Nc2ccc(C)c(Cl)c2)nnc1SCC(=O)Nc1ccccc1C	-4	-8	0.71	-11	-2	22	-14	8	-14
Cc1ccc(N2C(N)=NC(N)=NC23CCCC3)c(C)c1	7	2	0.24	-4	-5	-18	-8	-25	-5
CCOc1cc(-c2cc(-c3ccc(C)o3)nc(N)c2C#N)ccc1O	-15	-1	0.022	-13	-22	-28	9	-32	16
Clc1ccc(OCCCNCc2ccccc2)c(Br)c1	3	68*	2.3	-16	-9	2	-4	-2	3
Cc1ccc(C(=O)CSc2nc(C)cc(=O)[nH]2)cc1	-2	-1	0.85	6	-9	-11	5	-5	0
O=c1c2ccccc2nc(SCc2cc(F)cc3c2OCOC3)n1Cc1ccco1	5	-2	-0.57	-12	-1	10	10	-40	-22
COc1cccc(COc2cc3ccccc3nc2C)c1	20	5	-0.76	-40	-1	-4	6	-15	-12
Cn1cc(CCC(=O)NCc2ccc3c(c2)OCO3)c2ccccc21	8	1	0.095	13	-10	17	13	-11	-15
Clc1ccccc1-c1nn2c(COc3ccccc3)nnc2s1	2	-6	1.3	55	-10	-4	0	6	19
O=C(CSc1nc2cc(Cl)ccc2s1)N1CCCc2ccccc21	1	-11	0.41	10	-16	34	-6	-17	-6

# Overlap with the part before: 5 compounds, then new ones.
Molecule	sEH inhibitor	E coli WT exp	hDAT+cocaine	HUVEC tox IL1B	PLK1 kinase inh	Plk1 PBD FP	F-actin modifier	TNFa cytotox	VCAM1 TNFa inh
O=c1c2ccccc2nc(SCc2cc(F)cc3c2OCOC3)n1Cc1ccco1	5	-2	-0.57	-12	-1	10	10	-40	-22
COc1cccc(COc2cc3ccccc3nc2C)c1	20	5	-0.76	-40	-1	-4	6	-15	-12
Cn1cc(CCC(=O)NCc2ccc3c(c2)OCO3)c2ccccc21	8	1	0.095	13	-10	17	13	-11	-15
Clc1ccccc1-c1nn2c(COc3ccccc3)nnc2s1	2	-6	1.3	55	-10	-4	0	6	19
O=C(CSc1nc2cc(Cl)ccc2s1)N1CCCc2ccccc21	1	-11	0.41	10	-16	34	-6	-17	-6
CC(C)NC(=O)Cn1c(SCC(=O)N2CCCCCC2)nc2ccccc21	-2	7	0.62	32	-10	10	-21	0	-9
CCCSc1nc2sc3c(c2c(=O)[nH]1)CCN(Cc1ccccc1)C3	9	9	0.57	-3	-23	-76	0	-2	1
Cn1c(CNC(=O)Nc2cccc(Cl)c2)nnc1SCc1ccccc1	22	2	-0.54	-28	-11	-5	41	-25	8
COc1ccc(OC)c(NC(=O)CSc2ccccc2)c1	-19	7	0.077	10	-10	18	-5	-7	-12
CCOC(=O)c1sc(=S)n(CC)c1NC(=O)CC	5	2	-0.35	4	-7	-3	·	-9	-5
CCn1c(COc2ccc(Cl)cc2)nnc1SCc1ccc(C#N)cc1	18	-12	0.87	-42	-13	4	-2	-35	3
CC1(C)C2([N+](=O)[O-])CN(CCO)CC1([N+](=O)[O-])CN(CCO)C2	4	·	-0.062	43	-8	17	-4	·	-10
COc1ccc(S(=O)(=O)NC(CC(=O)NCC2CCCO2)c2ccco2)cc1 (stereo unspecified)	19	2	-1.1	-2	-9	-23	5	-18	14
Cc1cnc(C(=O)OCC(=O)NCCc2ccccc2)cn1	19	-1	-0.11	3	-9	-6	-1	-16	7
COC(=O)c1[nH]nc2c1C(=O)N(Cc1ccccc1)C2=O	-2	-5	0.0085	-5	4	25	44	-12	-8
COC(=O)c1ccccc1NC(=O)c1cncc(Br)c1	6	-6	-0.24	-7	-6	-13	-18	0	-3
Cc1oc(-c2ccc(Cl)cc2)nc1CSCC(=O)NCCCN1CCOCC1	-5	-6	1.6	-9	-1	-26	-17	-26	8
Cc1nc2ccccn2c1C(=O)N/N=C/c1cc(C)n(-c2ccc(Cl)cc2)c1C	-2	·	0.69	-150	-8	-24	10	-5	0
COc1cc(-c2nc(-c3cccc(C(F)(F)F)c3)no2)cc(OC)c1OC	4	-21	-0.55	0	-11	3	2	5	-8
COc1ccc(/C=C2/C(=O)N=C3SCCN32)cc1	2	8	-0.2	6	-3	-20	-4	-15	7
Cc1ccccc1C(=O)c1c[nH]c(C(=O)NCc2ccco2)c1	8	0	1.2	11	-6	-2	12	-14	5
COc1ccc(C(C(=O)NC2CCCCC2)N2CCC3(CC2)OCCO3)cc1 (stereo unspecified)	5	8	-2.4	13	5	21	7	-4	-5
Cc1ccc(C(=O)CSc2nnc(-c3ccccc3)o2)cc1	-5	·	-0.42	93*	-21	-9	-4	0	10
O=C(NCCN1CCOCC1)c1ccc(Cl)cc1[N+](=O)[O-]	-24	8	0.91	14	-11	-2	-5	11	1
CSc1nc(NCc2ccccc2)c2c3c(sc2n1)CN(C)CC3	18	-7	0.76	-15	-7	48	-26	12	-4
Cc1nc2cc(C(=O)O)ccc2n1C1CCCCC1	-22	·	0.81	1	-2	17	-16	-4	2
CCOC(=O)c1ccc(Nc2nc(C)cc(C)c2C#N)cc1	5	-1	0.068	-1	-10	-17	-4	9	6
COc1cc2c(cc1OC)C(c1ccccc1)N(C(=O)c1ccco1)CC2 (stereo unspecified)	-11	7	-0.52	-16	-10	8	3	-7	-3
Cc1cc(C(F)(F)F)nn1Cc1n[nH]c(=S)n1-c1ccc(Cl)cc1	11	5	·	-2	-13	-20	-2	-4	-37
CCn1c(SCC(=O)O)nc2sc3c(c2c1=O)CCC3	-13	-1	0.25	5	-1	11	4	-14	6
O=C(NCc1cccs1)c1csc2c1CCCCC2	23	-11	-0.42	-9	-17	-2	-42	4	-16
CC(C)Cc1nnc(NC(=O)c2cc(-c3ccccc3)nc3ccccc23)s1	-3	-4	-2	-15	-6	25	17	36	22
COc1ccc(C2C(C#N)=C(N)Oc3c2c(C)nn3-c2ccccc2)cc1Cn1nc(C)c([N+](=O)[O-])c1C (stereo unspecified)	-8	-11	-0.49	16	-11	-9	0	-10	-10
COc1ccc(CNc2nc3nc(C)c(Cl)c(C)n3n2)cc1OC	-10	·	1.1	9	-7	-18	12	·	-11
COc1cccc(C2(O)CCN(C(=O)C3CCC3)CC2)c1	·	-4	0.032	-5	0	-10	-5	-5	19
CC(=O)Nc1cc(-c2nn3c(C)nnc3s2)ccc1C	5	-6	-0.51	-12	-3	6	-1	-20	-6
CC(C)(C)C1CCc2c(sc(N)c2C(N)=O)C1 (stereo unspecified)	3	9	0.033	12	1	-8	-7	-24	3
O=C(O)c1ccc(NCc2cccnc2)cc1	2	7	-0.23	-38	-12	-19	2	5	26
CC(NC(=O)c1cccs1)C(c1cccs1)N1CCN(Cc2ccccc2)CC1 (stereo unspecified)	10	-1	-0.12	-2	-5	-7	3	-12	36
O=C(c1ccc(F)cc1)c1cn[nH]c1-c1ccccc1O	7	3	0.55	26	5	15	15	-12	-1
COc1ccccc1NC(=O)c1nn(-c2ccc(Cl)cc2)ccc1=O	2	0	-0.21	-24	-9	-28	-14	0	1

# Two compounds picked at random from those above, as already listed:
Molecule	sEH inhibitor	E coli WT exp	hDAT+cocaine	HUVEC tox IL1B	PLK1 kinase inh	Plk1 PBD FP	F-actin modifier	TNFa cytotox	VCAM1 TNFa inh
COc1cccc(C2(O)CCN(C(=O)C3CCC3)CC2)c1	·	-4	0.032	-5	0	-10	-5	-5	19
CC(NC(=O)c1cccs1)C(c1cccs1)N1CCN(Cc2ccccc2)CC1 (stereo unspecified)	10	-1	-0.12	-2	-5	-7	3	-12	36
